TAAR1 antagonist: antagonists of human TAAR1. Q96RJ0. CHO RD-HGA16 TAAR1, Fluo-8 calcium fluorescence, antagonist. inhibition, % at 3 µM. 1.5% of 360,000 active;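 active = inhibition above a per-plate cutoff, the mean inhibition of test compounds on that plate plus 3 SD, cut at about 49% in these data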;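 also: 0% = DMSO plus EC80 beta-PEA response and 100% = DMSO alone without agonist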
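Assay system: CHO-derived RD-HGA16 cells stably expressing human TAAR1 plus Gα16. Timing: 140 s kinetic read after compound, 140 s after agonist. Technique: kinetic Fluo-8 calcium fluorescence measurement. Measure: % inhibition of agonist calcium response.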
CHO parental Ca: counter-screen: ATP calcium response change in parental CHO cells; parental CHO-K1, ATP-induced calcium, Fluo-8 fluorescence; inhibition, % at 5.6 µM; 0.63% of 330,000 active; AID 463079;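 active = inhibition above that plate's mean sample inhibition plus 3 SD, cut at about 26% in these data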;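 also: 0% = ATP-challenged DMSO wells and 100% = DMSO wells without ATP; some compounds past the cut are filed as inactive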
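test system = CHO parental line | reagent = ATP stimulus | measured by = intracellular calcium via Fluo-8 no-wash fluorescent dye | control set = ATP and no-ATP DMSO wells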
OXTR potentiator: human OXTR potentiation; P30559; CHO-OTR cells, Fluo-8 calcium fluorescence, potentiator mode; 0% = oxytocin EC15, 100% = EC100; activation, % at 3 µM; 0.061% of 320,000 active;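 active = activation above that plate's cutoff, the mean activation of tested compounds plus 3 SD, cut at about 6.6% in these data, passing the limit was not always enough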;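 also: 100% uses oxytocin at 75 nM as the full agonist control; some results filed as inactive read as strong as hits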
Target sequence (P30559 whole entry, looked up): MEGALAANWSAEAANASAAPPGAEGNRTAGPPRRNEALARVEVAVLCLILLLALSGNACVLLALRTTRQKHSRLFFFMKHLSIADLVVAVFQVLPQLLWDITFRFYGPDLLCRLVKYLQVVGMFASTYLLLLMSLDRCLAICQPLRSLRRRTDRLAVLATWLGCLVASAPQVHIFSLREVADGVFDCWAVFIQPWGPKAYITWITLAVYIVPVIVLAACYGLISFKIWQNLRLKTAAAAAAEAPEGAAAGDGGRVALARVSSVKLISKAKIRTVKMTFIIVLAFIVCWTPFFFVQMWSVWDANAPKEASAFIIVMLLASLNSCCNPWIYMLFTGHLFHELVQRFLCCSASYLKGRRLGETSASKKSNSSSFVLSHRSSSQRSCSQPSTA
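Assay system: CHO cell line stably expressing human OTR. Reagent: EC15 oxytocin agonist. Dosing: single dose, 3.0 µM nominal final compound concentration. Timing: compound 6 min at room temperature before oxytocin, 100 s read. Signal: kinetic Fluo-8 calcium fluorescence. Controls: oxytocin EC15 low and EC100 high.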
CHO-K1 Ca antag: counter-screen for M1 antagonists: effect in parental CHO-K1 cells | ATP-induced calcium, Fluo-8 fluorescence | inhibition, % at 3 µM | 0.6% of 360,000 active | AID 602250;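 active = inhibition above a per-plate cutoff, the plate's mean sample inhibition plus 3 SD, cut at about 24% in these data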;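 also: 0% = DMSO plus EC80 ATP and 100% = DMSO alone without ATP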
V1aR counter: V1a receptor agonism, counter-screen for OXTR agonists | CHO-V1R cells, Fluo-8 calcium fluorescence, agonist mode; 0% DMSO, 100% 3 nM vasopressin | activation, % at 3 µM | 0.25% of 320,000 active | AID 2797;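 active = activation above the mean activation of all tested compounds plus 3 SD, per screening run, cut at about 20% in these data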;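 also: signal is peak over basal fluorescence ratio across a 100 second FLIPR read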
Target sequence (P37288 whole entry, looked up): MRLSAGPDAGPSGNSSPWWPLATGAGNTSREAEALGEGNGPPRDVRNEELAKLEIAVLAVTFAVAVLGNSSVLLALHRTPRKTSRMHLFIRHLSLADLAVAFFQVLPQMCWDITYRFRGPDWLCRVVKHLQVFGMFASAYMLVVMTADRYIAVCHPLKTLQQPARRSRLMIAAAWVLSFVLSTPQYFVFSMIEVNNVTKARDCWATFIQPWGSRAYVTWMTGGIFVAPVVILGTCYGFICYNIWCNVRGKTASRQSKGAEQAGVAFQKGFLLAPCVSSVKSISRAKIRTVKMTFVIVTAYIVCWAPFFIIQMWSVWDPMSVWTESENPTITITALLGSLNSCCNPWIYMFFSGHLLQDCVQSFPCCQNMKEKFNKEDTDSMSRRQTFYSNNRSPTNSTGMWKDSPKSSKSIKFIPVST
CHO-K1 Ca PAM: counter-screen for M1 PAMs: effect in parental CHO-K1 cells; activation, % at 3 µM; 0.02% of 360,000 active; AID 602247; ATP EC20, Fluo-8 calcium fluorescence; 0% at ATP EC20, 100% at ATP max;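 active = activation above the run cutoff, the mean activation of all test compounds plus 3 SD, cut at about 40% in these data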;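 also: peak over basal fluorescence ratio in a 140 s read after ATP addition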
CHO-K1 Ca ag: M1 agonist counterscreen hit in parental CHO-K1 cells | Fluo-8 calcium fluorescence; scaled to maximal ATP response, vehicle zero | activation, % at 3 µM | 0.48% of 360,000 active; in the data active = activation above about 15%;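 also: untransfected CHO-K1 host cells lacking M1 receptor as counterscreen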
M1 ag: agonists of human M1 muscarinic receptor; P11229; activation, % at 3 µM; 0.33% of 360,000 active; CHO-K1 hM1, Fluo-8 calcium fluorescence, agonist mode; 0% DMSO, 100% acetylcholine EC100;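 active = activation above the run's mean compound activation plus 3 SD, cut at about 16% in these data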;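 also: peak over basal fluorescence ratio within a 140 s kinetic read after compound addition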
TAAR1 ag: human TAAR1 agonism; Q96RJ0; activation, % at 3 µM; CHO RD-HGA16 TAAR1, Fluo-8 calcium fluorescence; vehicle wells 0%, saturating PEA agonist 100%; 0.99% of 360,000 active;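 active = activation above the mean activation of all test compounds in the run plus 3 SD, cut at about 38% in these data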
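Test system: RD-HGA16 (CHO) cells co-expressing Gα16 and hTAAR1; dosing: one-point dosing at 3 µM (nominal); timing: 17-24 h seeding, 75 min 37 °C dye, 30 min RT; signal: kinetic Fluo-8 calcium fluorescence; read-out basis: % activation relative to PEA EC100 response; controls: DMSO and PEA EC100; replicates: n 1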
* hit, by the source's call; x = no result given. Not all compounds are listed (hit frequency here may not be typical).

SMILES	TAAR1 antagonist	CHO parental Ca	OXTR potentiator	CHO-K1 Ca antag	V1aR counter	CHO-K1 Ca PAM	CHO-K1 Ca ag	M1 ag	TAAR1 ag
CC(C)(C)NC(=O)C1CC2CCCCC2CN1 (stereo not drawn)	11	-15	-4	-6	2.0	6	0.0	-13	0
CN1CCN(c2ccc(S(C)(=O)=O)cc2[N+](=O)[O-])CC1	-12	0	-2	-6	0.3	5	0.1	-6	3
CCOc1ccc(N2C(=O)NC(=O)/C(=C\c3ccc(N4CCOCC4)cc3C)C2=O)cc1	-9	-4	-5	-5	2.3	8	1.0	-4	4
COc1ccc(C=C2C(=O)N(C)C(=O)N(C)C2=O)cc1CSc1ccccn1	-3	-19	-3	-17	-0.1	10	0.2	-4	19
C[C@]12CC[C@H](O)CC1=CCC1C2CC[C@]2(C)C(=O)[C@H](Br)CC12 (stereo partly drawn)	59*	-15	-9	-2	7.0	-2	13	4	12
CCOC(=O)[C@]12Cc3cc(C)ccc3[C@H]1N(Cc1ccccc1)C(=O)c1ccccc12	39	x	x	-18	x	11	-0.2	-6	3
COC(=O)c1ccc(CN2CCSC2=N)cc1	-15	-5	0	-5	0.9	21	0.9	-5	0
COc1ccc(CN2CCN(Cc3ccccc3)CC2)c(OC)c1	18	-1	-2	-11	-0.4	9	0.8	-13	4
COc1ccc(C2C(C(=O)N3CCC4(CC3)OCCO4)CC(=O)N2c2ccc(OC)cc2)cc1 (stereo not drawn)	x	-15	-8	10	1.1	-5	0.5	-2	x
Cc1c(Oc2cc(NN3CCCCC3)c([N+](=O)[O-])cc2[N+](=O)[O-])cccc1[N+](=O)[O-]	5	-12	4	-11	-0.1	18	0.0	-3	-1
CCOC(=O)C1=C(C)OC(N)=C(C(=O)OCC)[C@@]12C(=O)N(CC(N)=O)c1ccccc12	3	-10	-2	3	0.6	-3	0.3	-2	0
O=C(c1n[nH]c(=O)c2ccccc12)N1CCC2(CC1)OCCO2	7	4	-4	-9	-0.2	18	-0.5	-3	2
Cc1cc(-c2ccccc2)cc(-c2ccccc2)[n+]1CCc1ccccc1	22	19	-2	12	0.1	12	1.0	-10	2
CC(C)c1ccc(NC(=O)CCNC(=O)N2C[C@H]3C[C@@H](C2)c2cccc(=O)n2C3)cc1	-21	-10	5	-4	1.6	19	0.2	-6	2
CC(C)c1onc(C(=O)N2CCC3(CC2)OCCO3)c1[N+](=O)[O-]	-5	2	-8	-4	1.1	-19	0.1	1	0
C=CCOC(=O)N1Cc2ccccc2-n2nncc2C1	-7	x	x	3	x	-3	0.1	-4	1
Cc1cc(C)cc(N2C(=O)NC(=O)/C(=C\c3cc(C)n(C)c3C)C2=O)c1	-5	-1	-11	-3	0.0	13	-0.1	0	-1
COc1ccc(CN2CCCCC2c2cccnc2)cc1C (stereo not drawn)	9	-5	4	2	1.2	16	1.1	-8	4
CC(C(=O)c1c[nH]c2ccccc12)N1CCSCC1 (stereo not drawn)	-4	-3	1	-1	0.2	5	0.0	-3	5
CCn1c(=O)n(CC)c2cc([N+](=O)[O-])c(N3CCNCC3)cc21	-12	8	-13	-12	0.0	14	2.1	-9	2
COc1cc(OC)c(OC)cc1CNCCc1ccc2c(c1)OCO2	-5	-12	-1	4	0.1	-1	-0.3	-11	2
COc1ccc(OC)c(-n2c(O)c(/C=C3\C(C)=Nc4ccccc43)c(=O)[nH]c2=O)c1	-32	-2	1	-6	1.0	16	2.6	-4	3
CC1CCC(N(C)C2CCN(C)CC2)CC1 (stereo not drawn)	14	-4	-6	-5	0.8	-6	0.3	-6	-1
COC1C(O)C(C)OC(OC2CCC3(C=O)C(CCC4C3CCC3(C)C(C5=CC(=O)OC5)CCC43O)C2)C1O (stereo not drawn)	-14	x	x	6	x	10	-0.2	0	1
C=CCN1C(=O)C2(C(C(=O)OCC)=C(N)Oc3ccccc32)C2=C1CCCC2=O (stereo not drawn)	-11	-12	5	-5	0.8	10	0.0	-4	13
O=c1[nH]c(=O)n(-c2ccccc2)c(O)c1C=NC12CN3CN(CN(C3)C1)C2	4	-5	-10	x	4.4	x	x	x	2
Cc1ccccc1NP(=O)(Oc1ccccc1F)Oc1ccccc1F	46	-11	-14	3	3.1	19	5.4	-4	11
COc1ccc2c(c1)c(C(=O)CN1CCN(C)CC1)c(C)n2Cc1ccccc1	-9	-23	-14	-3	-0.3	16	0.8	-8	1
CN(C)c1ccc2c(c1)N=C(c1ccco1)OP2(=S)N1CCOCC1 (stereo not drawn)	1	-15	-5	-17	-0.2	10	0.2	-2	14
O=C(c1cccn2c(=O)c3ccc(Cl)cc3nc12)N1CCC2(CC1)OCCO2	2	-6	-1	-8	0.6	21	0.9	-5	0
C=CCn1c(O)c(C=NC2CCN(Cc3ccccc3)CC2)c(=O)[nH]c1=O	-13	-24	-6	-5	0.8	1	0.3	-8	2
c1cnc(N2CCNCC2)nc1	-20	-6	-7	6	0.1	14	0.3	-1	23
CC1(c2ccc(Cl)cc2Cl)OCC(Cn2cncn2)O1 (stereo not drawn)	-8	-6	-2	-3	1.4	23	1.4	-6	8
COc1ccccc1-n1c(O)c(C=Nc2c(C)n(C)n(-c3ccccc3)c2=O)c(=O)[nH]c1=O	-22	-10	-13	-20	0.7	7	0.2	-8	5
NP(=O)(Oc1ccccc1)c1ccccc1 (stereo not drawn)	17	x	x	-2	x	-1	0.5	0	0
COC(=O)C1=C(c2ccc(OC)c(OC)c2)C[C@@H]2CC[C@H]1N2C(=O)NCC1CC1	7	-1	1	-11	-0.3	3	-0.2	-5	8

Shown with two lines to a compound: entries from further up
Sequence of screens: TAAR1 antagonist, CHO parental Ca, OXTR potentiator, CHO-K1 Ca antag, V1aR counter, CHO-K1 Ca PAM, CHO-K1 Ca ag, M1 ag, TAAR1 ag
- O=C(c1cccn2c(=O)c3ccc(Cl)cc3nc12)N1CCC2(CC1)OCCO2
    2, -6, -1, -8, 0.6, 21, 0.9, -5, 0
- C=CCn1c(O)c(C=NC2CCN(Cc3ccccc3)CC2)c(=O)[nH]c1=O
    -13, -24, -6, -5, 0.8, 1, 0.3, -8, 2
- c1cnc(N2CCNCC2)nc1
    -20, -6, -7, 6, 0.1, 14, 0.3, -1, 23
- CC1(c2ccc(Cl)cc2Cl)OCC(Cn2cncn2)O1 (stereo not drawn)
    -8, -6, -2, -3, 1.4, 23, 1.4, -6, 8
- COc1ccccc1-n1c(O)c(C=Nc2c(C)n(C)n(-c3ccccc3)c2=O)c(=O)[nH]c1=O
    -22, -10, -13, -20, 0.7, 7, 0.2, -8, 5

The results go on.
SMILES	TAAR1 antagonist	CHO parental Ca	OXTR potentiator	CHO-K1 Ca antag	V1aR counter	CHO-K1 Ca PAM	CHO-K1 Ca ag	M1 ag	TAAR1 ag
C/C(=N\NP(=S)(c1ccccc1)c1ccccc1)c1ccc(O)cc1O	6	-8	-4	-10	-0.1	9	0.0	3	-1
COc1ccc2c(c1)C1(C)CCN(C)CC(C1)C2O (stereo not drawn)	-16	x	x	-2	x	9	-0.4	-1	5
CC(=O)OC1(C)CC(C)C(=O)C(C(O)CC2CC(=O)NC(=O)C2)C1 (stereo not drawn)	1	x	x	-7	x	15	0.2	-3	1
CN(C)CCN=Cc1c(O)n(-c2cccc(C(F)(F)F)c2)c(=O)[nH]c1=O	-17	-9	-9	-25	1.0	14	0.9	-3	16
CN1CCCN(C(=O)COc2ccc(Br)cc2)CC1	-27	4	-1	-3	0.8	12	2.0	-6	7
Oc1ccc(C2=CCNCC2)cc1O	22	-9	-9	-7	0.0	0	0.3	-4	6
CCOC(=O)CC1c2ccccc2-n2nncc2CN1Cc1ccc(OC)cc1 (stereo not drawn)	-13	x	x	-6	x	22	1.1	-5	0
O=C1NCN(c2ccccc2)C12CCN(C(CCc1ccccc1)c1nnnn1-c1ccc3c(c1)OCCO3)CC2 (stereo not drawn)	-10	x	x	-32	x	36	0.4	1	0
CC(C)c1ccc(OCC(=O)N2CCCN(C)CC2)cc1	-15	-9	-7	-15	0.5	24	1.2	-5	2
O=c1[nH]c(O)c(C=Nc2ccc(F)c(Cl)c2)c(=O)[nH]1	-20	1	-1	-10	-0.6	8	-0.1	2	1
O=C1C2CCCN2C(c2ccncc2)N1c1ccc(Cl)c(Cl)c1 (stereo not drawn)	-3	-22	-14	9	1.1	-4	0.3	-3	17
C=CCNC(=S)/N=C/c1c(O)[nH]c(=O)[nH]c1=O	9	-5	-9	-1	1.1	16	0.4	-4	1
O=c1[nH]c(=O)n(-c2ccc(Cl)cc2)c(O)c1C=Nc1ccc(S(=O)(=O)Nc2nccs2)cc1	-15	-2	2	-8	1.2	18	0.6	-4	9
CCN(c1ccc(C(O)(C(=O)OC)C(F)(F)F)cc1)S(=O)(=O)c1ccc(C)cc1 (stereo not drawn)	21	-10	-10	-6	-0.7	16	2.4	-8	-2
CCN1CCN(Cc2cccnc2)CC1	-18	-16	-1	-3	0.0	16	1.3	-6	3
Cc1cccc(C)c1-n1nnnc1C(C1CC1)N1CCC2(CC1)C(=O)NCN2c1ccccc1 (stereo not drawn)	50*	x	x	3	x	8	8.9	10	11
CCCCn1c(O)c(C(CC)=NCCN2CCCCC2)c(=O)[nH]c1=O	-17	-22	-15	0	0.4	8	0.2	-5	5
COc1ccc(C(c2nnnn2-c2ccc(OC)cc2)N2CCC3(CC2)C(=O)NCN3c2ccccc2)cc1 (stereo not drawn)	4	x	x	1	x	10	4.0	5	0
CCCCc1nc(N2CCNCC2)c(C#N)c2c1CSC(C)(C)C2	17	-13	-11	-12	-1.2	20	1.5	-4	40*
O=C(O)COc1ccc(Cl)cc1Cl	-8	-3	-4	-10	-0.1	18	1.5	-3	1
COc1cccc(NP(=O)(Oc2ccccc2Cl)Oc2ccccc2Cl)c1	47	-15	-8	-1	-0.5	21	2.9	-5	1
CCN1CCN(S(=O)(=O)c2cnc(Cl)c(Br)c2)CC1	-27	-7	-9	0	-0.7	8	0.0	-13	2
C=CCN1CC[C@]23c4c5ccc(O)c4OC2C(O)CC[C@@]3(O)[C@H]1C5 (stereo partly drawn)	16	-5	-6	-11	0.2	6	-0.3	-3	0
c1ccc(CCNCc2cccnc2)cc1	-9	0	0	-8	4.3	17	1.1	-4	6
O=C(Nc1cccc(Cl)c1)N1C[C@H]2C[C@@H](C1)c1cccc(=O)n1C2	-45	-11	-2	8	0.3	7	0.1	-4	2
O=C(CN1CC(c2ccccc2)CC1=O)Nc1ccccc1 (stereo not drawn)	-16	-5	-8	1	1.2	7	0.7	-3	1
COc1cc([N+](=O)[O-])c2ncccc2c1[N+](=O)[O-]	x	x	x	3	x	8	0.2	1	x
CN1C(=O)N(C)C(=O)C2(Cc3cc(NC(=O)c4ccccc4Cl)ccc3N3CCCC32)C1=O (stereo not drawn)	4	-2	-5	-13	-0.2	16	1.2	-3	0
